AMA1 RON2 block: disrupts binding of P. falciparum AMA1 to RON2 | AlphaScreen AMA1-biotinylated RON2 peptide binding | Potency, µM (titrated, usually from 58.2 µM), for the others: at the highest dose activity change, negative = inhibition, most hits filed as inhibitors | hit rate 0.2% among 360,000;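 also: potency is read from the fitted curve at half-maximal effect; 0% = vehicle wells and -100% = peptide control; nearly all actives have a fitted effect of over 45% in size; some results filed as inactive show a strong effect at the top dose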
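AMA1 (3D7) with his tag at 25 nM final met compounds first, then biotinylated RON2 peptide at 25 nM; detection used donor plus acceptor beads, 10 µg/mL apiece, read by AlphaScreen after 30 min at room temperature.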
HCMV antiviral: blocks human cytomegalovirus replication; HFF cells, HCMV-luciferase reporter, 72 h; hits give low values; activity change, negative = inhibition, % at 57.5 µM; hit rate 4.5% among 410,000; AID 1259415; in the data active = activity change below about -60%; inconclusive = no clear call, values can overlap the other calls; inactive = above about -39%; also: % is scaled to controls: 0 for no effect and ±100 for the full control effect
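Screen run at 2 compound doses on HFFs infected with reporter HCMV, MOI 1 PFU/cell. Luciferase activity from cell lysates at 72 h post infection gave inhibition relative to buffer-only and Salinomycin wells.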
Cycloheximide cs: counter-screen for Shiga toxin inhibitors: cycloheximide protein synthesis inhibition. hit rate 12% among 300,000. cell reporter, cycloheximide protein synthesis inhibition counterscreen. max response, %; in the data active = max response mostly above about 13%, no sharp cut-off; inactive = mostly below about 14%; also: read at 38.3 µM for the half of the compounds with a filed dose; 0% is about no effect
AmpC inh detg: AmpC beta-lactamase inhibition with detergent present; AmpC hydrolysis of nitrocefin, absorbance 480 nm, 0.01% Triton; Potency, µM (titrated, usually from 114 µM), for inactives: at the top dose activity change, negative = inhibition, usual class: inhibitors; hit rate 0.041% among 370,000; AID 485294;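 also: potency is read from the fitted curve at half-maximal effect; 0% = no-compound wells and -100% = no-enzyme wells; nearly all actives have a fitted effect of over 25% in size; some results filed as inactive show a strong effect at the top dose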
Target sequence (P00811 whole entry, looked up): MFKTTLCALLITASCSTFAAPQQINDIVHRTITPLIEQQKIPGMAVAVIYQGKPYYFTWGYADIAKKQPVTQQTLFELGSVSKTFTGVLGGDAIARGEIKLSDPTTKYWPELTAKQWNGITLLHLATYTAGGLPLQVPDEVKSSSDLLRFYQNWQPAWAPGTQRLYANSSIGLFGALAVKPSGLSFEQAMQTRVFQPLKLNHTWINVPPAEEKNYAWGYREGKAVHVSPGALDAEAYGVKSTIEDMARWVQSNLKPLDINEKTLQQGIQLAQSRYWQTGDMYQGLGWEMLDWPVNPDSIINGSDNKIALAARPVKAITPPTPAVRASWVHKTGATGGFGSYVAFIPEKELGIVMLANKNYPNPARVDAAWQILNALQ
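20 mM phosphate pH 7.0 + 0.01% (detergent screen) or 0.0001% Triton X-100; 5.3 nM AmpC reagent; cpd preinc 15 min RT; nitrocefin (800 uM stock) to start; A480 q20 s × 4 min; Activity was normalised to no-enzyme and no-compound control wells.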
Giardia FBPA inh: Giardia lamblia aldolase inhibition; purified Giardia FBPA; AID 2451; Potency, µM (series often up to 59.6 µM), for the others: at the top dose activity, negative = inhibition, hits mostly inhibitors; A8B2U2; hit rate 0.71% among 290,000; also: potency is read from the fitted curve at half-maximal effect; % is scaled to controls: 0 for no effect and ±100 for the full control effect; nearly all actives have a fitted effect of over 55% in size
Target sequence (A8B2U2 whole entry, looked up): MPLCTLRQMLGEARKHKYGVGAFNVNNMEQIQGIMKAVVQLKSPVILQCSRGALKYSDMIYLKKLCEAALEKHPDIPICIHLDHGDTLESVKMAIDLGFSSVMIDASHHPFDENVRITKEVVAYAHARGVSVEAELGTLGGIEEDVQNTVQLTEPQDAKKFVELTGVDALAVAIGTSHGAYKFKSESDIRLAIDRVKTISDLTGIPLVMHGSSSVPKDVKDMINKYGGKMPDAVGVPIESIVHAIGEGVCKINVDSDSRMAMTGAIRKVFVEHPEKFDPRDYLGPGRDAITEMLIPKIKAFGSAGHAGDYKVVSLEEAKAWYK
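Giardia FBPA (40 nM reagent) was preincubated 10 min at RT with compound (up to 57.5 uM final), then substrate plus GAPDH/TPI/NAD/arsenate coupling system with diaphorase/resazurin was added; resorufin fluorescence (525/598 nm) was read after 20 min.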
AmpC no deterg: AmpC beta-lactamase inhibition without detergent | Potency, µM (top dose mostly 57.1 µM), for inactives: at the top dose activity change, negative = inhibition, most hits filed as inhibitors | hit rate 0.52% among 330,000 | AmpC nitrocefin hydrolysis, absorbance 480 nm, 0.0001% Triton | P00811;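 also: potency is read from the fitted curve at half-maximal effect; plate controls were no compound for no effect and no enzyme for full effect; nearly all actives have a fitted effect of over 20% in size; some results filed as inactive show a strong effect at the top dose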
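AmpC (5.3 nM in the dispensed reagent) in 20 mM phosphate pH 7.0 with 0.01% (detergent screen) or 0.0001% Triton X-100 was preincubated with compounds for 15 min at room temperature. Nitrocefin was then added from an 800 uM solution, and hydrolysis was followed at 480 nm.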
Shiga toxin inh: blocks Shiga toxin action in Vero cells. inhibition, % at 38.7 µM. Vero cells, Shiga toxin protein synthesis inhibition reporter. hit rate 9.2% among 290,000; in the data active = inhibition mostly above about 28%, no sharp cut-off; inactive = mostly below about 43%; also: 0% is about no effect
* = called active by the depositor; ? = inconclusive; · = no result given; & = joins results of further samples; [ ] = remark or other dose. Unless noted, calls follow the shape of the dose curve; as a rule, active = well fitted curve in the direction sought with a large enough effect; inconclusive = small, poorly fitted or top-dose-only effect, or another doubt; inactive = no such curve, though single readings can be large; an effect the other way counts as inactive or inconclusive. Hits appear at their usual frequency. About 16% of those tested had a hit in this group.

SMILES	AMA1 RON2 block	HCMV antiviral	Cycloheximide cs	AmpC inh detg	Giardia FBPA inh	AmpC no deterg	Shiga toxin inh
O=C(CSc1n[nH]c(-c2ccccc2)n1)Nc1ccc(N2CCOCC2)cc1	-5%	-26	0	-8%	-4%	-8%[2.29 µM]	6
C=CCn1c(-c2csc(-c3ccc(OC)c(OC)c3)n2)n[nH]c1=S	57%[activator]	-3	10	?	-3%	-12%	-3
CC(=O)Nc1ccc(NC(=O)c2ccc(-c3ccc([N+](=O)[O-])cc3)o2)cc1	-17%	15	-2	-6%	2%	-16%	1
CN(Cc1cccs1)C(=O)COc1cccc2c1OC(C)(C)C2	7%	-12	·	·	·	-10%	·
CCOc1ccc(OCC(=O)N2CCC3(CC2)CC(=O)c2ccccc2O3)cc1	-16%	-14	·	-3%	·	52%	·
CCOC(=O)N1CCN(S(=O)(=O)c2ccc(C)c(C)c2)CC1	-1%	4	-1	0%	13%	1%	8
O=C(c1cc2ccccc2oc1=O)N1CCN(c2ncccn2)CC1	0%	·	34*	3%	3%	-17%	86*
CC(/C=C/C=C/c1ccccc1)=N\NC(=O)c1cccnc1	47%[activator]	-29	-2	?	-11%	-14%	23
CC(C)Cc1nnc(NC(=O)CCC(=O)N2CCN(C3CCCC3)CC2)s1	-5%	-2	-1	3%	·	-18%	-11
COCCCn1c(-c2ccco2)nc2ccccc2c1=O	0%	3	1	-15%	8%	-10%	-25
O=c1c2ccccc2nc(N/N=C/c2c(O)ccc3ccccc23)n1O	?	-101*	40*	-9%	?	-51%	53*
NNC(=O)CNC(=O)c1cccc(Br)c1	57%[activator]	-17	30	1%	4%	-23%	51
CC(=O)Oc1c(/C=C(\C#N)C(N)=O)[nH]c2ccccc12	8%	-21	22	8%	?	-2%	11
Cc1cccc(C)c1NC(=O)N1CCC(C(=O)c2ccc(F)cc2)CC1	4%	35	1	-18%	-4%	-5%	3
Cc1ccc(S(=O)(=O)N2CCN(C(=O)CSc3nncs3)CC2)cc1	-12%	0	1	13%	11%	-2%	17
Cc1c(S(=O)(=O)N2CCCC2)c(=O)n(C)c(=O)n1C	7%	-5	·	-20%	·	?	·
CCC(CC)c1nnc(NC(=O)CN2C(=O)C3C4C=CC(C4)C3C2=O)s1 (stereo unspecified)	-5%	-10	-4	0%	5%	0%	-16
S=c1[nH]c2ccccc2n2c(=S)[nH]nc12	95%[activator]	-8	7	4%	?	-28%	-3
COCc1c(C)cc(C)c(/C=N/O)c1C	32%[activator]	34	-2	-15%	1%	-6%	-15
CCOC(=O)c1c(-c2ccc(OC)cc2)csc1NC(=O)CCN1C(=O)c2ccccc2C1=O	-7%	-24	-2	1%	0%	-41%	-8
CCCc1cc(=O)oc2cc(C)cc(OCC(=O)Nc3ccc(CN4CCOCC4)cc3)c12	-2%	-38	1	1%	·	167%[activator]	-2
CCOC(=O)N1CCN(C(=O)c2cc(-c3ccncc3)nc3ccccc23)CC1	47%[activator]	-22	·	0%	·	3%	·
O=C(COc1ccc([N+](=O)[O-])cc1)N/N=C/c1ccccn1	98%[activator]	-20	-3	-2%	-18%	-28%	2
COC(=O)c1ccc(CSc2nnc3c(Cl)cc(Cl)cn23)o1	-6%	-14	1	-15%	-4%	-9%	-9
[O-][n+]1onc2c3ccnnc3ccc21	-5%	26	-5	0%	-7%	-7%	-19
COc1ccccc1OCCNC(=O)c1ccc2c(c1)CCC2	-1%	66	24*	-12%	?	-10%	65*
O=P(O)(O)CP(=O)(O)O	·	·	-3	10%	6.3µM*	-18%	34
CO/N=C\CC(=O)Nc1ccc(F)cc1	9%	-8	6	-10%	-4%	-13%	-6
N#Cc1ccc(C(=O)Nc2cc(-c3ccc(F)cc3)nn2-c2ccccc2)cc1	-2%	1	·	-5%	·	-14%	·
CC1(OC(=O)C2CCCC2)C(=O)C=C2C=C(c3ccsc3)N(CCc3c[nH]c4ccccc34)C=C2C1=O (stereo unspecified)	-26%	·	0	-2%	?	31%	-12
COc1ccc(NC(=O)c2cnn(-c3ccccc3)c2C)cc1	-22%	146	36*	-2%	4%	-27%	·
O=C(CN1CCOCC1)Nc1ccc(OCc2ccccc2)cc1	0%	5	27	-8%	-2%	-5%	60
O=C(CC1OC(=O)c2ccccc21)Nc1cc(S(=O)(=O)N2CCOCC2)ccc1OCC(F)(F)F (stereo unspecified)	-1%	14	·	?	·	22%	·
CCOC(=O)Nc1cccc(NC(=O)c2ccccc2F)c1	-12%	-23	-7	2%	0%	-15%	16
O=C(NCC1CCCO1)c1ccc2c(=O)n(-c3ccc(F)cc3)c(=S)[nH]c2c1 (stereo unspecified)	5%	-17	-1	-5%	-5%	-3%	-6
COc1ccc(C2C(C(=O)O)CC(=O)N2C2CCCCC2)cc1 (stereo unspecified)	-8%	-11	0	-2%	-2%	-20%	-7
CCCN1CCc2c(sc3nc(SCC)n(-c4ccccc4)c(=O)c23)C1	-10%	·	-1	3%	-12%	28%	-3
O=C(c1ccc(F)cc1F)N1CCN(S(=O)(=O)c2ccc3c(c2)OCCO3)CC1	3%[11.6 µM]	?	·	-9%	·	-4%	·
O=C(NNc1c(F)c(F)cc(F)c1F)c1ccc(Cl)nc1	13%	-33	5	-4%	3%	-4%	20
CCO[C@@H]1OC(C(=O)N2CCN(Cc3ccccc3)CC2)=C[C@H](c2ccccc2)[C@H]1CCCO	6%	6	1	5%	-10%	195%[activator]	-18

For reference, part of the list above:
SMILES	AMA1 RON2 block	HCMV antiviral	Cycloheximide cs	AmpC inh detg	Giardia FBPA inh	AmpC no deterg	Shiga toxin inh
O=C(COc1ccc([N+](=O)[O-])cc1)N/N=C/c1ccccn1	98%[activator]	-20	-3	-2%	-18%	-28%	2
COC(=O)c1ccc(CSc2nnc3c(Cl)cc(Cl)cn23)o1	-6%	-14	1	-15%	-4%	-9%	-9
[O-][n+]1onc2c3ccnnc3ccc21	-5%	26	-5	0%	-7%	-7%	-19

The results go on:
SMILES	AMA1 RON2 block	HCMV antiviral	Cycloheximide cs	AmpC inh detg	Giardia FBPA inh	AmpC no deterg	Shiga toxin inh
O=C(CNc1c(Br)cc(Br)cc1Br)NN=C1CCCCC1	·	·	-3	-2%	0%	-23%	8
CCN(CC)C(=O)Oc1nnc(SC(C)C)n1-c1ccc(Cl)cc1	-12%	7	-2	0%	2%	38%	-10
CCCC(C)C(=O)Nc1ncc(S(=O)(=O)c2ccc([N+](=O)[O-])cc2)s1 (stereo unspecified)	4%	-21	-1	-5%	-1%	-39%	-4
CCCNS(=O)(=O)c1ccc(CCC(=O)NCCc2ccc(OC)c(OC)c2)cc1	20%	1	-2	2%	1%	-5%	-13
NC(=O)C1(NC(=O)[C@@H]2CC3(CC(c4cccc(NC(=O)[C@@H]5CCC(=O)N5)c4)=NO3)CN2C(=O)c2ccccc2)CC1 (stereo partly specified)	28%	-17	-3	-1%	4%	-4%	-4
CCOC(=O)CC1Sc2ccccc2NC1=O (stereo unspecified)	-3%	8	7	?	-6%	-3%	19
CCCCn1c2ccc(F)cc2c2nnc(SCCN3CCCCC3)nc21	-4%	-30&-26	-1	-7%&0%	5%	-15%	-7
CC(=O)c1ccc(NC(=O)c2noc3c2CCC3)cc1	-19%	-30	10	?	1%	?	64*
Cc1ccc(NC(=O)CSc2nnc3n2CCCCC3)cc1	-2%[2.32 µM]	?	0	-3%	-1%	-5%	20
S=C(Nc1ccccc1Cl)N1CCOCC1	0%[2.32 µM]	43	-2	?	-2%	-16%	-10
CC(=O)Nc1ccc(S(=O)(=O)Nc2nc3ccccc3nc2-n2ccc(=NC(=O)c3ccc(F)cc3)cc2)cc1	14%	28	-1	0%	3%	23%	-15
Cc1ccsc1/C=N/NC(=O)C1CC(=O)N(c2ccc(F)cc2)C1 (stereo unspecified)	6%	-8	-1	0%	4%	-9%	-5
Cc1cccc(C(=O)OCC(=O)NCC(C)C)c1O	2%	-13	19	-11%	-4%	-7%	23
CCN1CCN(C(CC(C)C)c2nnnn2CS(=O)(=O)c2ccc(C)cc2)CC1 (stereo unspecified)	-9%	?	-4	6%	-22%	53%	1
COc1ccc(N2CCN(C(=O)CNC(=O)c3cccc(Br)c3)CC2)cc1	-22%	-36	-6	-13%	4%	0%	-5
CCOC(=O)[C@@H]1[C@H]2COc3ccc(Br)cc3[C@@H]2N2C(=O)N(c3ccccc3)C(=O)[C@]12C	-9%	-5	-2	-7%	-3%	43%	-5
CCOC(=O)c1nn(-c2ccc(Cl)cc2)c(C)cc1=O	3%	-73*	-1	-3%	9%	-2%	-5
CCOc1cc(N2CCOCC2)c(OCC)cc1NC(=O)CN1C(=O)NC(C)(C2CC2)C1=O (stereo unspecified)	-2%	27	-2	2%	-2%	17%	-8
CN(C)c1ccc(CC2C(=O)Nc3ccccc32)cc1 (stereo unspecified)	?	-63*	22*	0%	?	-16%	50*
Cc1cccc(NC(=O)/C(C#N)=C/c2ccc(F)cc2)n1	7%	?	6	3%	8%	-14%	-4
C[C@@H]1CN([C@@H](C)CO)C(=O)c2cccc(NS(=O)(=O)c3cccs3)c2O[C@H]1CN(C)Cc1ccc(C(F)(F)F)cc1	7%	16	·	·	·	208%[activator]	·
Cc1ccsc1CNCCc1ccccc1F	-8%	33	8	-2%	-8%	-6%	21
CC(C)Cn1c(N)c(C(=O)COC(=O)C2CCCCC2)c(=O)n(C)c1=O	0%	32	-2	-12%	2%	18%	27
O=C(O)CNS(=O)(=O)c1ccc2c(c1)Cc1cc(S(=O)(=O)NCC(=O)O)ccc1-2	4%	52	-1	-2%	16%	-19%	-6
Nc1ccc(NC(=O)NC2CCCCC2)cc1[N+](=O)[O-]	1%	5	33*	-2%	-11%	-17%	65*
O=C1/C(=C/c2ccc(N3CCOCC3)o2)SC(=Nc2ccccc2)N1CCc1c[nH]c2ccccc12	-23%	·	-6	7%	-14%	22%	-34
Oc1ccc(/C=C/c2cnccn2)cc1	-2%	-21	34*	-2%	3%	-12%	94*
COc1ccc(N=Cc2c(O)n(Cc3ccccc3)c(=S)[nH]c2=O)c(OC)c1	-6%	-7	17*	-1%	-3%	-12%	29*
CC(C)OC(=O)c1cc(C(=O)c2cc(F)ccc2O)coc1=N	5%	45	6	1%	4%	-25%	20
COc1ccc(C(C(=O)NC2CCCC2)N(C(=O)c2ccoc2C)c2ccccc2)cc1 (stereo unspecified)	0%	8	-6	1%	6%	21%	-7
CCCCC1=CC2=CC(=O)C(C)(OC(=O)CC)C(=O)C2=CN1CCc1ccccn1 (stereo unspecified)	0%	-3	-2	1%	?	62%[activator]	-9
Cc1nn(C(C)(C)C)c(OC(=O)C2CCCC2)c1S(=O)(=O)c1ccccc1	13%	-9	-4	-7%	0%	36%	-27
CCc1cc(=O)oc2c(C)c(OCC(=O)N3CCC(C(=O)O)CC3)ccc12	43%[activator]	10	-4	?	-2%	-12%	-10

Bioassay records: PubChem, National Center for Advancing Translational Sciences (NCATS)
